# Yfh1-off respiration – enhancers of respiration in Yfh1-depleted yeast, dose response, Friedreich's ataxia, plus single-dose screen (AID 1465); 220,000 tested, 0.074% active; fold induction at 50 µM; hits with a dose series show EC50 in µM; S. cerevisiae Yfh1-off respiration, WST-1 reduction, 72 h; higher fold induction means a stronger effect;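 active = fold induction of absorbance versus untreated yeast above a set limit, then at least 30% activation at any dose in follow-up; inconclusive = repeats straddling the limit, or above it without dose testing; inactive = fold induction below the set limit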;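 note: activators that raise dye reduction in frataxin-depleted yeast; strong numbers were not always called active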
# human PMI inhibition – inhibitors of human PMI, primary screen, biochemical, fluorescence intensity, coupled assay (AID 1209); Mannose-6-phosphate isomerase (Homo sapiens); purified PMI enzyme, coupled fluorescence intensity; higher % means a stronger effect; one-dose inhibition, % at 20 µM; IC50 in µM for titrated hits; 190,000 tested, 0.42% active;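 note: plate controls were DMSO vehicle for no effect and wells lacking substrate for full effect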
# PMI inhibition – human PMI inhibitors, high substrate, primary screen, biochemical, fluorescence intensity, high mannose 6-phosphate (AID 1220). recombinant PMI enzyme, coupled fluorescence intensity; higher % means a stronger effect. Mannose-6-phosphate isomerase (Homo sapiens). inhibition, % at 20 µM, or IC50 in µM where a hit was titrated. 190,000 tested, 0.66% active
# bCat nuc transl – modulators of beta-catenin nuclear translocation, primary screen, imaging, HeLa cells, immunofluorescence, high-content | nuclear translocation activity, % at 5 µM | 190,000 tested, 0.3% active | AID 1665, 2009;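 active = nuclear translocation activity above 50% at 5 µM, with a well cell count of 50 or more; inconclusive = wells under 50 cells across six images, flagged as toxic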;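 note: per-cell ratio of nuclear to cytoplasmic median beta-catenin stain intensity; plate controls were DMSO negative control for no effect and GSK-3 inhibitor IX positive control for full effect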
#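 Test system: human HeLa cells, endogenous beta-catenin. Times: 24 h compound exposure, 37°C. Measured by: beta-catenin immunofluorescence imaging with DAPI.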
# WT yeast gro inh – growth inhibition of WT strain, primary screen, mitochondrial fusion inhibitor project, WT and mutant strains, chemical genetic; mitochondrial fusion phenotypic screen; inhibition, % at 10 µM; 190,000 tested, 2.1% active; AID 1362, 2008; in the data active = inhibition above about 58%; tested in S. cerevisiae
# MT stabilize HCS – microtubule stabilizers in HeLa cells, primary screen, imaging, high-content imaging; 200,000 tested, 0.83% active; AID 2205, 2009; % tubulin-high responders, % at 10 µM; HeLa tubulin immunostaining HCS, 24 h; share of cells brighter than vehicle mean+2SD;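 active = plate Z-score above 3 for both tubulin-high and condensed-nucleus cell shares, with cell loss under 80%, at 10 µM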;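 note: anti alpha tubulin signal scored within the nucleus-defined area of each cell; some results filed as inactive read as strong as hits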
# Autophagy HCS – autophagy modulators in MEF cells, primary screen, imaging, high-content, MEF GFP-LC3; 190,000 tested, 0.98% active; MEF GFP-LC3 puncta imaging; test concentration mostly 10 µM; calls only at 10 µM (by protocol);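 active = percentage of spot-positive cells more than 3 SD above its plate mean, without a fluorescence outlier flag or 80% toxicity; inconclusive = no clear call, values can overlap the other calls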;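 note: spot-positive cell cutoff set from DMSO-treated cells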
# Ins promoter up – insulin promoter activators in MIN6 cells, imaging, high-content screening, mouse beta cells. z-score at 5 µM. 190,000 tested, 0.3% active. MIN6 insulin promoter-GFP reporter; hits give high values. AID 1625, 2009;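 active = z-score above 3 at 5 µM with at least 500 cells counted in the well; inconclusive = wells under 500 cells, flagged as cytotoxic or low count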
# Dynein transport – inhibitors of GR-EGFP nuclear translocation, primary screen, dynein cargo transport inhibitor project, imaging, high-content, 3617.4 mouse cells | 220,000 tested, 0.47% active | AID 1381, 2008 | test concentration mostly 20 µM; stimulated with dexamethasone, 1 µM; hits give low values | z-score, hits read low;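 active = plate z-score of nuclear minus cytoplasmic receptor signal below a set negative limit, without overly bright fluorescence or cell loss, cut at about -3.5 in these data, passing the limit was not always enough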;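 note: z-score of nuclear minus cytoplasmic ring GR-EGFP intensity difference per well; some compounds called inactive have numbers as strong as hits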
#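 medium = tetracycline-free induction medium containing charcoal-stripped FBS | probe or stimulus = dexamethasone, 1.0 µM final | timing = 48 h induction, then 1 h compound, then 30 min agonist, 37 °C | detection = automated 10x imaging of fixed Hoechst-stained cells | read-out basis = nuclear versus cytoplasmic GR-EGFP signal, averaged per well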
# WT yeast gro inh mutant strain – further read-out of WT yeast gro inh, marked with its call; inhibition, %; mitochondrial fusion phenotypic screen, mutant strain inhibition
# Dynein transport cytoplasmic EGFP – recorded beside Dynein transport, whose call it bears; z-score; measured here: cytoplasmic GR-EGFP intensity; hits give high values
# Dynein transport nuclear GR-EGFP – further read-out of Dynein transport, marked with its call; z-score; measured here: nuclear GR-EGFP intensity;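 lower value marks the stronger effect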
# Dynein transport cell count – also measured in Dynein transport; calls as there; z-score; measured here: cell count per field
# Ins promoter up cell count – further read-out of Ins promoter up, marked with its call; cell count; measured here: cytotoxicity, nuclei count;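 total cells summed across four imaged fields per well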
# bCat nuc transl cell count 5 µM – second read-out of bCat nuc transl, no call of its own (marks repeat the call); cell count; measured here: cell count, cytotoxicity flag
# MT stabilize HCS Hoechst-high % – further read-out of MT stabilize HCS, marked with its call; % Hoechst-high responders; measured here: nuclear condensation Hoechst responders;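 share of cells brighter than vehicle mean plus two SD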
# MT stabilize HCS cytotoxicity % – also measured in MT stabilize HCS; calls as there; toxicity, %; measured here: cytotoxicity by cell density;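 0% = mean cell density of plate MIN control wells and 100% = no cells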
# Autophagy HCS cell loss 18 h – also measured in Autophagy HCS; calls as there; toxicity, %; measured here: cell loss, nuclei count;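 cell loss after 18 h compound exposure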
# * = called active by the depositor; i = inactive; ? = inconclusive; . = not tested or not shown. Cut-off read from the data, not from the text of the source, unless noted: active = inhibition above about 50%; inactive = the rest.
SMILES,Yfh1-off respiration,human PMI inhibition,PMI inhibition,bCat nuc transl,bCat nuc transl cell count 5 µM,WT yeast gro inh,WT yeast gro inh mutant strain,MT stabilize HCS,MT stabilize HCS Hoechst-high %,MT stabilize HCS cytotoxicity %,Autophagy HCS,Autophagy HCS cell loss 18 h,Ins promoter up,Ins promoter up cell count,Dynein transport,Dynein transport cytoplasmic EGFP,Dynein transport nuclear GR-EGFP,Dynein transport cell count
CCN1Cc2c(/C=C/c3ccccc3)nc3ccc(OC)cc3c2N(c2cccc(Cl)c2)C1,i,.,.,-3.4,1121,.,.,.,.,.,.,.,-1.1,1261,-1.2,-0.059,-0.68,-0.36
O=C(Oc1cc(=O)oc2ccccc12)c1cccnc1Cl,i,-25%,-27%,-1.4,589,-7,-10,3.3,2.6,4.7,i,-10,0.3,1194,-0.69,-0.25,-0.29,0.38
CC(=O)N(C)c1ccc(NC(=O)c2ccco2)cc1,.,2%,2%,-1.3,1073,-3,8,3.1,1.9,6.3,i,-4,.,.,-0.97,-0.26,-0.66,-0.032
C=CCCC(=O)Nc1nc(C)c(-c2csc(Nc3ccc(Cl)cc3Cl)n2)s1,i,36%,32%,21,718,-2,23,35,8.1,39,i,12,-1.4,1382,0.57,-0.23,0.56,0.75
CN(C)/C=C/C(=O)c1ccc(Br)s1,i,6%,6%,2.0,1542,-8,-7,3.5,2.1,0.9,i,30,.,.,1.2,-0.27,1.2,-1
CCOC(=O)C1CCCN(Cc2cc(=O)oc3cc(C)ccc23)C1 (stereo unspecified),i,-10%,3%,-0.7,1067,-4,1,2.9,1.8,8.5,i,42,-1.1,1217,0.12,-0.38,0.014,-0.22
N#CCSc1nnc(-c2ccccc2O)n1CCc1ccccc1,i,-1%,-3%,-5.6,1196,11,19,1.8,3.6,5.3,i,5,0.03,1180,-0.92,0.016,-0.27,1.2
COc1ccc(C(NC(=O)/C=C/c2ccco2)c2ccc(OC)c(OC)c2)cc1OC,i,-12%,-17%,-0.7,1090,5,4,1.9,2.0,6.5,i,27,0.58,1537,-0.45,-0.17,-0.19,0.12
COc1cc([N+](=O)[O-])ccc1NC(=O)/C=C/C(=O)O,i,-27%,-8%,-2.2,1049,-9,-6,2.7,3.0,7.6,i,1,1.7,1233,-0.66,-0.096,-0.31,0.69
C=CCc1cccc(/C=N/NC(=O)C(C)Nc2ccc(C)cc2)c1O (stereo unspecified),i,-7%,-8%,-3.2,574,6,-5,3.0,2.4,4.3,i,-5,?,.,-0.32,-0.26,-0.21,0.26
CSc1sc(C(=O)NCC2CC2)c2c1S(=O)(=O)N(C)c1ccccc1-2,i,.,.,3.3,1228,.,.,.,.,.,.,.,-1.2,1358,0.44,-0.083,0.12,-0.39
COC(=O)c1cc(C(=O)OC)cc(-n2c(C)cc(C(=O)COC(=O)CNS(=O)(=O)c3ccc(C)cc3)c2C)c1,i,14%,6%,0.4,915,-4,-12,3.5,2.8,14,i,9,.,.,-0.59,-0.24,0.37,0.5
Cn1nc(C(C)(C)C)cc1C(=O)NCc1ccc(N2CCCC2=O)cc1,i,3%,0%,-1.0,1072,-9,-4,3.7,1.9,10,i,-22,?,.,-1.4,-0.17,-0.44,0.42
CCOC(=O)C1(CC2CC2)CCN(Cc2cnc(-c3ccccc3C)nc2)CC1,i,12%,9%,-1.1,1001,9,-2,1.7,1.5,4.4,i,8,0.03,1364,-0.67,-0.32,-0.12,0.28
O=C(Nc1ccccc1)N1CCN(c2cccc(C(F)(F)F)c2)CC1,i,11%,4%,3.1,1168,16,26,1.3,1.8,8.6,i,14,-0.06,764,0.58,-0.35,0.16,0.2
COc1ccc2nc(SCC(=O)N3CCCCC3)c(C#N)cc2c1,i,-3%,12%,0.7,1491,-8,-3,2.4,3.4,1.0,i,-4,0.61,1693,-2.4,-0.28,-1.2,3.3
C#CCn1c(S(=O)(=O)Cc2ccc(C)cc2)nc(-c2ccccc2)c1-c1ccccc1,i,11%,8%,11,1254,2,24,2.4,2.7,2.1,i,3,-0.88,813,-1.2,-0.2,-0.027,1.2
Cc1cc(C)c(C#N)c(SCc2nc3ccccc3[nH]2)n1,i,5%,0%,.,.,22,32,1.4,0.9,4.1,i,-6,-0.98,906,-0.12,-0.26,0.042,0.13
c1ccc(-n2cc(CN3CCCC3)c(-c3ccc4c(c3)OCO4)n2)cc1,i,1%,0%,0.5,938,-15,-13,1.5,1.5,2.5,i,-1,-0.35,1413,-0.0062,0.0058,0.53,-0.49
N#Cc1nc(COc2cccc(Cl)c2)oc1NCc1ccncc1,i,-11%,-19%,-2.1,1038,5,10,2.9,2.4,9.0,i,-7,1,1250,0.085,-0.28,-0.22,0.46
FC(F)(F)c1cccc(Cc2noc(CN3CCC(c4ccncc4)CC3)n2)c1,i,14%,12%,1.6,1011,29,15,1.7,2.7,0.1,i,2,0.13,1486,-0.31,-0.23,0.11,-0.45
CCc1nnc(SCc2ccc(OC)c(Br)c2)n1N,i,-7%,-10%,-1.7,839,6,0,4.2,2.0,1.4,i,-15,1.4,1176,-0.13,-0.0088,0.2,-0.21
O=C(COC(=O)c1cc(Br)ccc1Cl)NC1CC1,i,8%,0%,-0.5,1156,-1,-5,6.8,2.7,4.5,i,6,0.32,1505,-0.047,-0.25,0.013,0.13
CCC(C)C(NC(=O)C(N)CC(C)C)C(=O)NC(CCC(=O)OCc1ccccc1)C(N)=O (stereo unspecified),i,-8%,-8%,-9.9,1173,-4,4,3.7,3.1,6.3,i,-2,.,.,0.2,-0.23,0.14,0.57
COC(=O)CC1C(=O)NC(C)=C1C(=O)OC (stereo unspecified),i,.,.,-1.2,1337,.,.,.,.,.,.,.,0.51,987,-0.0052,-0.25,-0.11,0.6

# Other records follow:
SMILES,Yfh1-off respiration,human PMI inhibition,PMI inhibition,bCat nuc transl,bCat nuc transl cell count 5 µM,WT yeast gro inh,WT yeast gro inh mutant strain,MT stabilize HCS,MT stabilize HCS Hoechst-high %,MT stabilize HCS cytotoxicity %,Autophagy HCS,Autophagy HCS cell loss 18 h,Ins promoter up,Ins promoter up cell count,Dynein transport,Dynein transport cytoplasmic EGFP,Dynein transport nuclear GR-EGFP,Dynein transport cell count
C(=N\N=C\c1cccnc1)/c1cccnc1,i,-9%,-10%,-0.7,953,21,9,3.1,1.7,7.0,i,9,0.99,1339,0.05,-0.049,0.21,0.026
Cc1ccc(NC(=S)NCc2ccc3[nH]c4c(c3c2)CCCC4)cc1,i,11%,16%,6.7,505,73*,44*,2.3,3.5,7.2,i,3,-0.18,940,-0.53,-0.25,0.5,0.59
CCOc1ccc2nc(NC(=O)C3CCCO3)sc2c1 (stereo unspecified),i,.,.,-0.7,1547,1,-1,2.6,1.9,2.3,i,-6,0.31,1511,-0.81,-0.33,-0.53,1.1
Cc1cc(-c2nnc(CCC(=O)NC(C)c3cccc4ccccc34)o2)no1 (stereo unspecified),i,-2%,-2%,1.4,1515,-2,-10,3.6,1.8,9.9,i,-2,0.41,1509,1.2,-0.24,0.82,-0.74
COc1ccc(N2CCN(CCCNS(=O)(=O)c3ccc4c(c3)oc(=O)n4C)CC2)cc1,i,17%,17%,-2.0,1187,11,-5,2.7,3.5,7.3,i,-3,0.04,1007,-0.81,-0.24,-0.47,0.21
COc1ccc(OC)c(C(c2nnnn2Cc2ccccc2)N2CCC(C(N)=O)CC2)c1 (stereo unspecified),i,-8%,-14%,-7.1,853,11,17,1.7,4.2,5.5,i,4,0.06,1190,1.5,-0.18,0.67,-1.1
COc1cc(/C=C/C(=O)N(C)c2ccccc2C(=O)O)cc(OC)c1OC,i,0%,-3%,-0.9,1313,-7,-5,2.9,1.4,7.3,i,3,-0.3,1747,-0.56,-0.2,-0.5,-0.55
COc1cc2c(C(=O)N3CCN(c4cccc(Cl)c4)CC3)cn(C)c(=O)c2cc1OC,i,10%,5%,.,.,-14,4,31,2.4,60,i,-16,-0.08,737,0.5,-0.18,0.44,-0.066
NC(=O)C1CCCN(C(=S)NCc2ccc3c(c2)OCO3)C1 (stereo unspecified),i,0%,-9%,1.0,1085,15,-12,2.1,1.6,1.4,i,13,0.82,1241,0.12,0.45,-0.14,0.28
CCOC(=O)c1ccc(N2CCN(c3ccccc3F)CC2)c(NC(=O)Nc2cccc(OC)c2)c1,i,13%,5%,0.5,938,-7,-33,6.0,2.0,13,i,-1,-0.77,688,0.57,-0.23,-0.088,-0.38

# Entries of single compounds from above. Values in the order: Yfh1-off respiration | human PMI inhibition | PMI inhibition | bCat nuc transl | bCat nuc transl cell count 5 µM | WT yeast gro inh | WT yeast gro inh mutant strain | MT stabilize HCS | MT stabilize HCS Hoechst-high % | MT stabilize HCS cytotoxicity % | Autophagy HCS | Autophagy HCS cell loss 18 h | Ins promoter up | Ins promoter up cell count | Dynein transport | Dynein transport cytoplasmic EGFP | Dynein transport nuclear GR-EGFP | Dynein transport cell count
# Profile of C(=N\N=C\c1cccnc1)/c1cccnc1 : i | -9% | -10% | -0.7 | 953 | 21 | 9 | 3.1 | 1.7 | 7.0 | i | 9 | 0.99 | 1339 | 0.05 | -0.049 | 0.21 | 0.026
# Profile of Cc1cc(-c2nnc(CCC(=O)NC(C)c3cccc4ccccc34)o2)no1 (stereo unspecified) : i | -2% | -2% | 1.4 | 1515 | -2 | -10 | 3.6 | 1.8 | 9.9 | i | -2 | 0.41 | 1509 | 1.2 | -0.24 | 0.82 | -0.74
# Profile of NC(=O)C1CCCN(C(=S)NCc2ccc3c(c2)OCO3)C1 (stereo unspecified) : i | 0% | -9% | 1.0 | 1085 | 15 | -12 | 2.1 | 1.6 | 1.4 | i | 13 | 0.82 | 1241 | 0.12 | 0.45 | -0.14 | 0.28
